DAX1 inh-1: blocks DAX1 repression of SF-1 activated StAR promoter; HEK293T StAR-luciferase reporter, SF-1/DAX-1 repression relief; inhibition, % at 6.8 µM; 1.1% of 370,000 active; AID 652010;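 active = inhibition above the mean over all tested compounds plus 3 SD, cut at about 3.6% in these data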;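 note: 0% = DAX-1 cells with DMSO and 100% = cells lacking DAX-1 with DMSO; higher inhibition means more luminescence from relief of DAX-1 repression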
ADAM17 inh: inhibits human ADAM17 | 0.83% of 370,000 active | P78536 | recombinant ADAM17, EDANS/DABCYL FRET peptide cleavage | inhibition, % at 6.95 µM;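 active = inhibition above the mean of compounds lying between control limits plus 3 SD, set per campaign, cut at about 8.5% in these data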;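 note: 0% = DMSO-only wells as the low control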
ssDAF-12 act: S. stercoralis DAF-12 activation, primary screen | HEK293 ssDAF-12/GRIP1 lit1-tk-luc reporter, luminescence; % of 3 µM dafachronic acid response | activation, % at 6.8 µM | 1% of 370,000 active | AID 652126;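 active = activation above the mean over all tested compounds plus 3 SD, cut at about 0.9% in these data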;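 note: 0% = DMSO-only wells and 100% = 3 µM delta7-dafachronic acid wells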
PLCg1 inh: inhibitors of human phospholipase C gamma1. purified PLC-gamma1, fluorogenic substrate, fluorescence. 0.84% of 370,000 active. P19174. inhibition, % at 12.2 µM; in the data active = inhibition above about 9.5%
PLC-beta3 inh: blocks human PLC-beta3 enzyme activity; Purified PLC-beta3, fluorogenic substrate, fluorescence; inhibition, % at 12.2 µM; 0.18% of 370,000 active; AID 720704; in the data active = inhibition above about 11%;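 note: 0% = median of compound wells on plate and 100% = full blocker control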
GAA850 FXN act: increases GAA850 frataxin promoter reporter activity; HEK293 lucGAA850 FXN promoter luciferase reporter, 24 h; percent of 10 µM SAHA response; activation, % at 6 µM; 0.56% of 360,000 active;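 active = activation above the average of all compounds screened plus 3 SD, cutoff fixed separately per campaign, cut at about 7.5% in these data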;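 note: 0% = DMSO wells and 100% = 10 µM SAHA wells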
DAX1 inh-2: inhibits human nuclear receptor DAX1; P51843; HEK293 Gal4-DAX1 luciferase reporter, luminescence; inhibition, % at 6.75 µM; 0.99% of 340,000 active; AID 504766;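 active = inhibition above the mean over all tested compounds plus 3 SD, cut at about 4.2% in these data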;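 note: 0% = DAX1-transfected cells with DMSO and 100% = empty-vector control cells with DMSO; inhibition shows as a rise in luminescence from relieved DAX1 repression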
Target sequence (P51843 207-470 limits assumed): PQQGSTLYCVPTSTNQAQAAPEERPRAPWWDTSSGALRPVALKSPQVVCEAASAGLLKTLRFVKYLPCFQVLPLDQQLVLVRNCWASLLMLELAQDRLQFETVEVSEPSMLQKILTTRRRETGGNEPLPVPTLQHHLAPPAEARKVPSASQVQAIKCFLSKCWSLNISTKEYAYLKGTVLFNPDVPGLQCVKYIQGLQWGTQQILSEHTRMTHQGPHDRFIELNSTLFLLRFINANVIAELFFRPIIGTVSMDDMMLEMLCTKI
ADAM10 inh: inhibitors of human ADAM10 | O14672 | AID 720582 | inhibition, % at 7 µM | 0.62% of 370,000 active | recombinant ADAM10, EDANS/DABCYL FRET peptide cleavage, 3 h;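 active = inhibition above a per-campaign cutoff equal to the mean of compounds falling between control-based bounds plus 3 SD, cut at about 20% in these data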;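 note: 0% = DMSO wells while the 100% control is not disclosed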
Target sequence (O14672 214-748 limits assumed): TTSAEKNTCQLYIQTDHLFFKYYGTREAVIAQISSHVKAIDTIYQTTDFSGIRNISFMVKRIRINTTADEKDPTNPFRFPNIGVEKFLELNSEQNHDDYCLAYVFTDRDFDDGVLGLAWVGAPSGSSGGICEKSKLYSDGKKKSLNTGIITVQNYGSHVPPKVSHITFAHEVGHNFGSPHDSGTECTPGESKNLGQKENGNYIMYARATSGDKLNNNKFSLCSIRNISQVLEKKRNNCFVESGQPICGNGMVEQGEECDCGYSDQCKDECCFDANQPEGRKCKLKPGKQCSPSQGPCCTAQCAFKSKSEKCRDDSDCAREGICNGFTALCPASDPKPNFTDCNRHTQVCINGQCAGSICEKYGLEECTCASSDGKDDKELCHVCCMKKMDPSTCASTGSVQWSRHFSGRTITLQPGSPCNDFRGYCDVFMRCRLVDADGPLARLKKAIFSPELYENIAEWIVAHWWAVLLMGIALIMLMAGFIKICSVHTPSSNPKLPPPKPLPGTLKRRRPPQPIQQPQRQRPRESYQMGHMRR
sPLA2-III inh: Blocks human group III sPLA2 activity; QFRET BODIPY PC-A2 liposome hydrolysis, fluorescence; inhibition, % at 12.2 µM; 0.56% of 370,000 active;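 active = inhibition above mean plus 3 SD of compounds lying within the high and low control bounds, cut at about 19% in these data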;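 note: 0% = median of test compound wells and 100% = no enzyme DMSO wells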
hgDAF-12 ag: activates the H. glycines DAF-12 receptor ligand-binding domain. HEK293 GAL4-hgDAF12 UAS-luciferase reporter, agonist luminescence; normalized to butyrate control. activation, % at 6.8 µM. 1.8% of 370,000 active. AID 687014;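 active = activation above a cutoff set at the mean of all screened compounds plus 3 SD, cut at about 10% in these data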;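 note: 0% = DMSO wells and 100% = sodium butyrate wells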
hcDAF-12 act: H. contortus DAF-12 activation, primary screen. HEK293 hcDAF-12 lit1-tk-luc reporter, luminescence; 0% DMSO, 100% Δ7-dafachronic acid. activation, % at 6.8 µM. 1.4% of 370,000 active. AID 652067;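 active = activation above the mean of all tested compounds plus 3 SD, cut at about 5.5% in these data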;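 note: 100% = response to 3 µM Δ7-dafachronic acid high control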
* hit, by the source's call; nt = no result given.

SMILES	DAX1 inh-1	ADAM17 inh	ssDAF-12 act	PLCg1 inh	PLC-beta3 inh	GAA850 FXN act	DAX1 inh-2	ADAM10 inh	sPLA2-III inh	hgDAF-12 ag	hcDAF-12 act
O=C(NC(Cc1c[nH]c2ccccc12)c1nnc2n1CCCCC2)c1cccs1 (stereo not given)	0.3	-3	-1.5	-2	2	0.4	-0.6	-1	-25	-0.9	-1.3
CCc1cccc2c(C(=O)COC(=O)c3ccc([N+](=O)[O-])s3)c[nH]c12	-0.1	9	-1.7	3	1	0.8	-1.5	17	-27	0.4	-1.4
CCOC(=O)CSc1nc2ccc(S(=O)(=O)N3CCOCC3)cc2[nH]1	-0.4	-6	-1.0	-4	-4	0.9	-0.8	-6	-5	-2.5	-0.7
O=C(NCCCn1ccnc1)c1ccc2nccnc2c1	0.1	0	0.4	3	-1	4.8	-0.8	0	-1	-1.5	0.2
CCn1c(=O)n(CC)c2cc(N3CCCC3)c(NC(=O)c3cccc(OC)c3)cc21	-2.8	-18	-1.7	-77	-110	1.7	-0.5	-58	4	-3.8	-2.2
CC(C)(C)OC(=O)N[C@@H](Cc1ccccc1)C(=O)N[C@@H](CO)[C@H](O)[C@@H]1C[C@@H]1C(=O)NC1CCCCC1	0.1	-3	-1.4	-2	2	1.7	-0.8	2	-2	-0.6	-1.3
CC(C)(C)NC(=O)C(Cc1ccccc1)NS(=O)(=O)c1cccc2nsnc12 (stereo not given)	0.5	2	-0.6	5	1	-0.8	3.0	4	2	-0.4	-1.3
CCOc1cc(CNC(C)(C)C)ccc1OCC(=O)Nc1cccc(C(F)(F)F)c1	0.3	-2	-1.2	3	1	-0.8	1.5	1	-5	0.0	-0.8
CC1(C)OC(C(O)(c2ccccc2)c2ccccc2)[C@@H](C(O)(c2ccccc2)c2ccccc2)O1 (stereo not given in full)	-0.2	-2	-1.1	-1	0	0.7	1.4	1	4	-0.1	-0.7
O=C(CSc1nncn1-c1ccccc1)NCc1cccs1	-0.2	-1	-1.5	5	3	-4.1	0.3	-1	-2	-1.1	-1.8
COc1ccccc1-n1cc(-c2ccc(Br)cc2)[nH]c1=S	-0.7	5	-0.9	0	-6	-0.2	-2.0	8	16	1.9	-1.6
CCn1cc(SCC(N)=O)c2ccccc21	-0.6	-2	-0.1	1	-1	-1.1	0.5	-9	13	-0.6	0.2
CC(C)OP(=O)(OC(C)C)C(NC(=O)c1ccc(Br)cc1)c1ccccc1 (stereo not given)	-0.4	1	-1.0	0	0	-2.0	0.6	5	0	-1.3	0.2
COC(=O)c1ccc(CNC(=O)COC(=O)/C=C/c2ccc(O)c(OC)c2)cc1	-0.8	-17	-1.2	-38	-53	-0.4	-2.6	-59	-10	1.3	-1.0
CC1N(C(=O)N2CCOCC2)CCN1S(=O)(=O)c1ccc(Cl)cc1 (stereo not given)	-0.3	0	-1.1	1	-4	-1.8	-0.8	-7	3	-0.7	-0.6
CN(C)c1ccc(S(=O)(=O)NCC(=O)OCC(=O)NC(=O)C2CCCCC2)cc1[N+](=O)[O-]	-1.6	-3	-1.4	7	-14	2.3	-0.4	-5	7	-3.3	-0.1
O=C(c1[nH]c(C(F)(F)F)nc1-c1ccccc1)N1CCC2(CC1)C(=O)NCN2c1ccccc1	-0.1	-2	-1.4	-1	-5	nt	nt	-10	-7	2.1	-0.1
C[C@H](O)[C@@H]1CN2CCc3c([nH]c4c(-c5ccccc5)cccc34)[C@@H]2C[C@@H]1N(C)C(=O)NC1CCCCC1	-0.1	-9	-0.9	-72	-93	nt	nt	-44	-12	-1.4	-1.9
Cc1noc(C)c1NC(=O)Nc1ccc2c(c1)C(=O)N([C@@H](C)CO)C[C@@H](C)[C@@H](CN(C)Cc1ccc3c(c1)OCO3)O2	2.0	-1	-0.8	0	-1	-1.6	1.1	-21	-4	-0.3	-0.8
CCC(=O)N(C)C[C@@H]1[C@H](c2ccc(C3=CCCCC3)cc2)[C@H](CO)N1C(=O)CC	0.4	0	-1.3	0	0	nt	nt	0	-1	-1.3	-2.5
Cc1ccc(N=Nc2cc(C)ccc2O)c(C)c1	1.0	-4	-0.1	0	-4	3.2	-1.6	5	9	1.9	0.8
S=C(SCc1c(Cl)cccc1Cl)N1CCSCC1	-0.2	-2	0.0	6	1	nt	nt	-8	16	-3.0	1.0
O=C(NCCc1ccccc1)C1CCCN(S(=O)(=O)c2cnc[nH]2)C1 (stereo not given)	-0.9	-2	0.3	-1	-1	-1.2	2.3	-9	0	2.8	-1.6
Cc1ccc(NC(=O)N(Cc2nc3ccccc3c(=O)[nH]2)Cc2cccs2)cc1	-0.7	2	-1.5	8	8	-1.6	2.4	2	2	0.7	0.0
CC(C)N(C(=O)[C@H]1CC(CC(=O)NCC23CC4CC(CC(C4)C2)C3)C(=O)N2CCc3c([nH]c4ccccc34)[C@]12C)C(C)C (stereo not given in full)	1.6	7	-1.6	2	6	-1.2	-0.2	3	3	-5.1	-0.5
COC(=O)C(Oc1ccc2c(-c3ccc(OC)cc3)cc(=O)oc2c1)c1ccccc1 (stereo not given)	-0.4	2	0.3	-55	-67	0.4	-0.7	0	-4	-1.9	1.2
CCCCNC(=O)CCNS(=O)(=O)c1ccc(Br)cc1	-0.1	1	-1.6	-1	0	0.2	-0.2	3	-10	0.9	-2.1
COc1ccc(Cl)cc1NS(=O)(=O)c1cccc(C(=O)N2CC(C)OC(C)C2)c1 (stereo not given)	-1.2	-2	-1.2	5	2	-1.4	0.1	-4	-2	0.6	-0.3
Cc1ccc(C(=O)NC2CCCCNC2=O)cc1 (stereo not given)	-0.1	-1	-0.9	1	-5	4.5	1.1	4	0	3.0	-0.9
Cc1ccc2c(c1)cc(C(=O)NCc1ccccc1)n2C	-0.8	-5	-1.6	-3	-9	-2.5	-1.7	-8	-3	-6.2	-0.8
CC12CCC(C/C1=N/O)C2(C)CBr (stereo not given)	0.1	-3	-0.3	-2	-6	1.2	0.9	2	1	0.5	-1.8
CC(=O)Nc1cccc(NC(=O)CCCC(=O)O)c1	-0.6	-1	-1.7	-2	0	-1.0	0.4	5	5	4.0	-0.6
O=C(COc1ccc(Br)cc1)Nc1ccc(-c2nnc(-c3ccco3)o2)cc1	0.6	-4	-1.1	-1	0	0.8	0.3	5	-1	1.9	3.0
O=C(CSc1nnc(-c2cccnc2)n1CCc1ccccc1)N1CCCCC1	-0.7	-4	-1.8	6	1	-2.1	0.5	-4	8	1.0	-1.4
CCCCc1c(-c2ccc(OC)c(OC)c2)ncn1CCc1ccccc1OC	-3.5	-1	-1.6	-5	-4	nt	nt	-4	-5	-5.2	-4.5
CCN1/C(=C2/SC(=S)N(NC(C)=O)C2=O)Sc2ccc(Cl)cc21	0.1	2	-1.6	-1	-10	0.7	-1.0	13	0	-2.3	-0.8
C#CCOCCOCCOCCNc1nc(N2CCN(C(=O)[C@H](C(C)C)n3cc(CCO)nn3)CC2)nc(N2CCN(C(=O)[C@H](C(C)C)n3cc(CCO)nn3)CC2)n1	0.5	-4	-1.0	-1	0	0.4	0.2	-2	2	-0.8	0.3
C=C1C2C[C@H](O)C(C)(C)[C@@]2(O)[C@H](O)C[C@]23C[C@@](C)(O)[C@H](CC[C@H]12)[C@H]3O (stereo not given in full)	0.3	-5	-1.0	2	2	-2.4	-0.6	8	10	0.0	-0.7
C=CCn1c(=O)c2ccccc2n2c(SCc3nc4ccccc4s3)nnc12	1.0	-2	1.2*	-5	-6	3.2	-0.2	-1	-4	7.1	5.3
CCOc1ccc(-c2nc3ccccc3c(=O)o2)cc1	3.0	-3	-0.3	5	-1	3.3	0.6	8	5	8.7	1.5
CC(C)c1nc2c(c(=O)c3ccccc3n2C)c(=O)n1-c1ccc(F)cc1	-0.1	-5	0.3	5	2	-11	0.0	-5	24*	-0.3	3.3
CC(NC(=O)C1CCN(C(=O)c2ccc(F)cc2)CC1)c1ccc(-n2ccnc2)cc1 (stereo not given)	0.2	-8	-1.5	1	-11	1.0	0.7	-5	9	-0.9	0.5
CC1CCCN(c2c3c(nc4ccccc24)CCCC3)C1 (stereo not given)	0.0	-8	-0.8	-12	-28	0.0	1.3	-29	8	-1.0	-0.7
Cc1ccc(NC(=O)OCCN2CCN(S(=O)(=O)c3ccc(C)cc3)CCC2=O)cc1	0.0	3	-1.3	1	3	0.2	0.9	-3	-17	-1.4	-2.7
CCOC(=O)c1c(C)nn(-c2ncccc2NC(=O)CCC(=O)O)c1C	-0.6	-3	-1.1	6	2	0.5	nt	-2	0	1.7	-2.7
CC(=O)NC(c1cc(Cl)c2cccnc2c1O)C1CC1 (stereo not given)	-1.9	-2	-1.9	-9	-9	-5.3	-1.1	10	5	-7.3	-2.6
COc1ccc(/C=C/C(=O)c2ccc3c(c2)OCCO3)cc1[N+](=O)[O-]	-1.0	2	-0.7	2	3	1.3	0.1	3	0	0.6	-2.2
Cc1cc(C(=O)COC(=O)c2ccc[nH]c2=O)c(C)n1-c1ccccc1	1.4	3	-2.1	4	1	-0.8	-2.3	2	2	2.3	-1.8
CC1(C)C=C2C(N(Cc3ccc4c(c3)OCO4)C(=N)N2C(=O)OCc2ccccc2)n2c(=O)n(-c3ccccc3)c(=O)n21 (stereo not given)	nt	-4	-1.2	-12	-15	nt	nt	-7	11	-0.5	0.8
CC1(C(=O)OCC(=O)NNC(=O)COc2ccc(Cl)cc2)CC1(Cl)Cl (stereo not given)	1.7	-1	-1.2	0	-1	1.4	-0.8	0	-17	-0.4	-1.6
Cc1[nH]nc(-c2cccnc2)c1N=NN(C)C	-4.2	3	-1.8	8	4	-13	-5.2	-1	3	-3.5	-1.3
CCCCCn1c(CN2CCN(c3cccc(Cl)c3)CC2)nc2c1c(=O)n(C)c(=O)n2C	0.2	-1	-1.0	-2	0	2.0	0.1	-2	3	0.1	-0.6
Cc1ccc(N2CC(C(=O)Nc3ccc(S(=O)(=O)N4CCOCC4)cc3)CC2=O)cc1 (stereo not given)	0.0	-1	-1.4	-1	1	0.3	0.2	10	-13	0.5	-2.5
Cc1ccc2cccc(O)c2[n+]1[O-]	-0.5	-7	-0.3	-8	-10	-1.4	1.9	-25	5	-1.7	-1.2
CCOc1ccccc1N1CC(C(=O)NNC(=O)c2cc(OC)c(OC)c(OC)c2)CC1=O (stereo not given)	-0.9	-6	-0.8	2	4	1.5	0.3	-5	13	-2.1	0.2

Sorted by heavy-atom count (lowest first): part of the list above.
SMILES	DAX1 inh-1	ADAM17 inh	ssDAF-12 act	PLCg1 inh	PLC-beta3 inh	GAA850 FXN act	DAX1 inh-2	ADAM10 inh	sPLA2-III inh	hgDAF-12 ag	hcDAF-12 act
Cc1ccc2cccc(O)c2[n+]1[O-]	-0.5	-7	-0.3	-8	-10	-1.4	1.9	-25	5	-1.7	-1.2
COc1ccc(/C=C/C(=O)c2ccc3c(c2)OCCO3)cc1[N+](=O)[O-]	-1.0	2	-0.7	2	3	1.3	0.1	3	0	0.6	-2.2
Cc1cc(C(=O)COC(=O)c2ccc[nH]c2=O)c(C)n1-c1ccccc1	1.4	3	-2.1	4	1	-0.8	-2.3	2	2	2.3	-1.8

Screening data from PubChem.

This is a random part of the collection; overall some 6.9% were active at least once.
